Screening data from PubChem BioAssay.
PfG6PD inh – PfG6PD (Plasmodium falciparum) enzyme inhibition; hit rate 0.78% among 350,000; PfGluPho enzyme, NADPH resazurin-diaphorase fluorescence; inhibition, % at 20 µM;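 active means inhibition reaching at least a set limit at 20 µM in the primary screen, cut at about 59% in these data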;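 further: 0% = DMSO wells with substrate and 100% = DMSO wells lacking glucose-6-phosphate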
SENP8 block-1 – inhibitors of human SENP8 protease. Q96LD8. purified SENP8, Z-RLRGG-aminoluciferin cleavage, luminescence. inhibition, % at 10 µM. hit rate 1.2% among 330,000. AID 2540; in the data active means inhibition above about 50%
NALP3 yeast inh – inhibitors of NALP3 inflammasome in yeast | Yeast reconstituted NLRP3/ASC/caspase-1, beta-gal luminescence, 24 h | hit rate 0.39% among 330,000 | inhibition, % at 10 µM;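 active means inhibition of 50% or more; inactive means inhibition below 50%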;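 further: plate controls were induced DMSO wells for no effect and uninduced yeast grown without galactose for full effect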
SENP7 block – blocks the human protease SENP7; Q9BQF6; recombinant SENP7, Z-RLRGG-aminoluciferin luminescence, 40 min; inhibition, % at 5 µM; hit rate 1.5% among 330,000;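 active means inhibition above about 50% at the single test dose, limit read from the data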;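 further: plate controls were DMSO with enzyme for no effect and no enzyme buffer wells for full effect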
HKDC1 inhibitor – blocks human hexokinase HKDC1 activity | recombinant HKDC1, G6PDH/diaphorase resazurin coupled fluorescence | inhibition, % at 20 µM | hit rate 0.16% among 340,000;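 active means inhibition above about 35% when tested at 20 µM, limit read from the data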;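 further: plate controls were DMSO wells with enzyme for no effect and DMSO wells lacking enzyme for full effect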
Target sequence (Q2TB90 whole entry, looked up): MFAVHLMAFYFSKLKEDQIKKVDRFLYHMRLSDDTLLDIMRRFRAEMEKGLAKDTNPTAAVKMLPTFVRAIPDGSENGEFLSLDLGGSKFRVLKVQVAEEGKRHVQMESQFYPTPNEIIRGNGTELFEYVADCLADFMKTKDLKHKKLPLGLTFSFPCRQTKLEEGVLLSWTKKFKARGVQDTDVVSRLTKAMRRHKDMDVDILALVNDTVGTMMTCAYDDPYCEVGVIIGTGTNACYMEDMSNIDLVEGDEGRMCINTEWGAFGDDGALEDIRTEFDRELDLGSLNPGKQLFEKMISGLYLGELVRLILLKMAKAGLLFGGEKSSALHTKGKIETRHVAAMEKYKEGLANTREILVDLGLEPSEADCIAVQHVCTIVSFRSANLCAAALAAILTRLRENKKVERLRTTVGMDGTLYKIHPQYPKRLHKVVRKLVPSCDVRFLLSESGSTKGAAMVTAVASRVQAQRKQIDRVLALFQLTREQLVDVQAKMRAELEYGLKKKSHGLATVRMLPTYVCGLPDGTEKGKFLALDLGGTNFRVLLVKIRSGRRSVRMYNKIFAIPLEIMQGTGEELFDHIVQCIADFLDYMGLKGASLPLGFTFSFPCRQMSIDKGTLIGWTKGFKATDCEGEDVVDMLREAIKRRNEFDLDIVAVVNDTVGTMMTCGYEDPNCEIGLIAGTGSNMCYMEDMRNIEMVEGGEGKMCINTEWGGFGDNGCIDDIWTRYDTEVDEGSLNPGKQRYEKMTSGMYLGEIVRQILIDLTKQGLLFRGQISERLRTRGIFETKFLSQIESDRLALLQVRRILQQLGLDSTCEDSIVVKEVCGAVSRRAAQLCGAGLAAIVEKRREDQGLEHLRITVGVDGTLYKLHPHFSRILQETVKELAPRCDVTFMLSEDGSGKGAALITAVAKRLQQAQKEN
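Assay system: in-house recombinant HK5 (HKDC1) enzyme. Input: HKDC1 at 5 µg/mL. Medium: Tris pH 8.0 buffer with MgCl2, Tween-20, BSA, BME. Dosing: single 20 µM dose. Schedule: 90 min reaction incubation at room temperature, dark. Signal: resazurin-to-resorufin fluorescence via G6PDH and diaphorase coupling, 525/613 nm. Controls: DMSO-enzyme wells negative, buffer-substituted wells positive.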
Apaf-1 inh – human Apaf-1 inhibition. hit rate 0.71% among 330,000. inhibition, % at 20 µM. reconstituted apoptosome caspase-3 activity, DEVD-Rh110 fluorescence; active means inhibition of at least 40% at 20 µM;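 further: plate controls were DMSO wells for no effect and DEVD-CHO caspase inhibitor wells for full effect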
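Assay system: Apoptosome proteins | Medium: pH 7.5 Hepes buffer with CHAPS, BSA, DTT | Also added: Cytochrome c and DEVD-Rh110 substrate | Times: 30 min plus 50 min, RT | Detection: Rhodamine 110 fluorescence at Ex 480/Em 540 nm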
SENP6 block – inhibitors of human SENP6 protease | Q9GZR1 | Recombinant SENP6 catalytic domain, aminoluciferin luminescence | inhibition, % at 10 µM | hit rate 1.8% among 330,000 | AID 2599;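 active means inhibition above about 50% at the single tested dose, limit read from the data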;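 further: plate controls were DMSO wells with enzyme for no effect and DMSO wells lacking enzyme for full effect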
SENP8 block-2 – inhibitors of human SENP8 protease | Q96LD8 | recombinant SENP8, Nedd8 substrate fluorescence | inhibition, % at 20 µM | hit rate 0.64% among 360,000 | AID 602440; in the data active means inhibition mostly above about 40%, no sharp cut-off; inactive means mostly below about 27%
SENP1 FRET inh – inhibitors of human SENP1 SUMO protease catalytic domain | AID 624204 | recombinant SENP1 catalytic domain, CyPet-SUMO1-YPet FRET cleavage | inhibition, % at 10 µM | hit rate 0.21% among 360,000 | Q9P0U3;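 active means inhibition at least 30% at 10 µM, raw YFP signal under a set limit, fluorescence ratio 0.5 to 1.5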;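 further: 0% = enzyme with DMSO and 100% = no enzyme wells; some results filed as inactive read as strong as hits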
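Compound: 10 µM single point, 0.5% DMSO; Test system: hSENP1 catalytic domain, recombinant; Timing: 50 min reaction at room temperature; Technique: FRET, CFP and YFP emission; Control set: no-enzyme wells low, DMSO-plus-enzyme wells high control.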
* hit, by the source's call; . = not tested or not shown.

Molecule	PfG6PD inh	SENP8 block-1	NALP3 yeast inh	SENP7 block	HKDC1 inhibitor	Apaf-1 inh	SENP6 block	SENP8 block-2	SENP1 FRET inh
CN1CCN(c2ccc(S(=O)(=O)N3CCCCC3)cc2NC(=O)Cc2ccc(Cl)cc2)CC1	-0.1	-15.4	-4.2	-3.1	-4.6	12.8	-16.1	11.5	-0.3
CC(=O)Nc1cccc(C(=O)OC2CCOC2=O)c1 (stereo unspecified)	-12.4	-5.9	10.4	-4.5	-3.1	-13.6	-3.8	-6.3	0.8
N#Cc1nc(COc2ccccc2F)oc1NCCc1ccccc1	12.6	-2.5	22.5	4.6	2.7	9.1	4.9	-12.2	-152.7
CN(C)S(=O)(=O)NCCNc1ccc(C(F)(F)F)cc1[N+](=O)[O-]	4.7	-0.5	6.7	5.0	-3.4	1.4	-24.4	18.7	2.6
COc1ccc(CNC(=O)C[C@H]2C(=O)N(CCc3ccccc3)C[C@@H]2Cc2ccccc2)cc1	9.3	-15.2	15.1	7.3	-2.6	12.4	-13.4	14.4	-0.3
O=C(c1cccs1)n1nc(-c2cccnc2)nc1NCc1ccco1	-9.9	.	.	.	13.6	.	.	0.2	4.1
COc1ccc(-c2oc3ncn(Cc4ccco4)c(=N)c3c2-c2ccc(OC)cc2)cc1	9.9	-1.4	-3.3	-8.1	4.5	27.2	-13.1	-282.9	-1.0
Cc1nnc(SCC(=O)N2CCN(c3ccccc3F)CC2)n1C1CC1	5.0	6.7	16.6	0.1	-5.4	-10.0	-4.9	22.1	0.4
C=CC[C@@H](CC(=O)N(CCO)Cc1ccccc1)C(=O)NC[C@H](OC(=O)[C@@H](CC=C)Cc1ccc(F)cc1)c1ccccc1	14.1	0.7	7.1	-0.8	2.8	24.1	8.1	16.5	1.2
COc1cc(OC)cc(C(=O)NCC(=O)OCC(=O)Nc2cc(S(C)(=O)=O)ccc2Cl)c1	5.8	-0.7	5.1	7.6	-4.7	-1.5	-4.7	8.4	-0.7
COc1ccc(CCNC(=O)CCC(=O)Nc2ccccc2[N+](=O)[O-])cc1OC	-4.1	4.7	18.5	2.8	-7.1	1.8	0.1	14.3	0.4
NC(=O)c1nsc(C(=O)N(c2ccccc2)C(C(=O)NCC2CCCO2)c2ccc(F)cc2)c1N (stereo unspecified)	6.7	9.7	12.8	-1.1	-4.9	7.4	-8.5	-303.1	-38.3
COc1cccc(CNC(=O)CCCc2cn(C)c3ccccc23)c1	13.5	1.2	30.0	-5.6	-5.7	3.6	-16.0	14.0	-0.3
Cc1cccc[n+]1CC(=O)c1ccc2c(c1)OCCO2	5.2	7.9	3.3	5.1	-12.1	-2.1	6.6	12.2	-0.1
CCc1ccc(O)c(CNCCNCc2cc(CC)ccc2O)c1	-26.2	3.2	27.9	-14.3	-13.4	30.2	-9.8	25.2	1.7

The list goes on.
Molecule	PfG6PD inh	SENP8 block-1	NALP3 yeast inh	SENP7 block	HKDC1 inhibitor	Apaf-1 inh	SENP6 block	SENP8 block-2	SENP1 FRET inh
Cc1ccc(Nc2nnc(-c3ccc4c(c3)OCO4)o2)c(C)c1	69.7*	8.4	17.8	2.1	0.6	15.0	24.1	-110.1	1.2
CN(Cc1ccccn1)C(=O)CC1C(=O)NCCN1Cc1cccc(Oc2ccccc2)c1 (stereo unspecified)	-4.7	-1.0	-0.1	3.5	-5.6	10.9	-17.2	-16.9	-4.0
Cc1ccc(C(=O)NNC(=O)CSc2nnc(-c3ccncc3)n2-c2ccc(C)cc2)cc1	.	-4.1	-5.9	-3.6	.	4.2	-0.7	13.7	-1.1
CC(=O)N1CCN(CC(C)(C)NS(=O)(=O)c2ccc(C)cc2)CC1	-10.0	0.9	5.4	-1.1	-0.2	-5.2	-2.3	0.1	1.7
COc1ccc(N(CC(=O)Nc2ccc(C)c(C)c2)C2=NC3CS(=O)(=O)CC3S2)cc1 (stereo unspecified)	6.7	-2.1	2.9	-13.5	-2.9	6.2	-14.5	15.5	2.0
COc1ccc(-c2cc(-c3ccccc3)n[nH]2)c(O)c1	24.0	65.7*	29.4	64.9*	4.4	10.2	68.3*	-2.9	1.8
CCOCc1c(C(=O)Nc2ccccc2N2CCN(C)CC2)oc2ccccc12	20.4	-13.5	23.7	10.9	-4.9	30.2	-13.3	-17.2	-0.5
O=C(O)c1ccc(Nc2ccc(Cl)c(Cl)c2)c([N+](=O)[O-])c1	-16.4	0.4	27.1	1.8	3.7	6.8	-6.6	27.9	3.4
CCN1CCN(CC(=O)NC2CCCCC2)C(=O)C1=O	-0.1	-2.2	7.8	5.4	-4.9	5.4	0.7	1.3	1.5
CCS(=O)(=O)c1ccc(N)cc1	-6.1	-5.6	13.8	0.0	-7.4	-9.2	-17.9	13.0	4.3

Three structures from above, ordered by formula weight, low to high.
Molecule	PfG6PD inh	SENP8 block-1	NALP3 yeast inh	SENP7 block	HKDC1 inhibitor	Apaf-1 inh	SENP6 block	SENP8 block-2	SENP1 FRET inh
CCN1CCN(CC(=O)NC2CCCCC2)C(=O)C1=O	-0.1	-2.2	7.8	5.4	-4.9	5.4	0.7	1.3	1.5
O=C(O)c1ccc(Nc2ccc(Cl)c(Cl)c2)c([N+](=O)[O-])c1	-16.4	0.4	27.1	1.8	3.7	6.8	-6.6	27.9	3.4
CN(Cc1ccccn1)C(=O)CC1C(=O)NCCN1Cc1cccc(Oc2ccccc2)c1 (stereo unspecified)	-4.7	-1.0	-0.1	3.5	-5.6	10.9	-17.2	-16.9	-4.0

Another view of two compounds above:
The line under a structure holds: PfG6PD inh, SENP8 block-1, NALP3 yeast inh, SENP7 block, HKDC1 inhibitor, Apaf-1 inh, SENP6 block, SENP8 block-2, SENP1 FRET inh
Cc1ccc(C(=O)NNC(=O)CSc2nnc(-c3ccncc3)n2-c2ccc(C)cc2)cc1
    ., -4.1, -5.9, -3.6, ., 4.2, -0.7, 13.7, -1.1
CC(=O)N1CCN(CC(C)(C)NS(=O)(=O)c2ccc(C)cc2)CC1
    -10.0, 0.9, 5.4, -1.1, -0.2, -5.2, -2.3, 0.1, 1.7
